Screens as filed in PubChem BioAssay.
CHO-K1 Ca antag – nonselective inhibitor or artifact in parental CHO-K1 cells. ATP-induced calcium, Fluo-8 fluorescence. 360,000 compounds, 0.6% hits. inhibition, % at 3 µM. AID 602250;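 active means inhibition above a per-plate cutoff, the plate's mean sample inhibition plus 3 SD, cut at about 24% in these data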;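 further: 0% = DMSO plus EC80 ATP and 100% = DMSO alone without ATP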
M1 antag – human CHRM1 antagonism; 360,000 compounds, 1.3% hits; inhibition, % at 3 µM; P11229; CHO-K1 hM1, Fluo-8 calcium fluorescence, ACh EC80 antagonist;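 active means percent inhibition above its own plate's cutoff, namely the mean of that plate's compound wells plus 3 SD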;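 further: peak over basal fluorescence ratio during 140 s after agonist addition; 0% = ACh EC80 plus DMSO and 100% = DMSO alone without agonist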
Target sequence (P11229 whole entry, looked up): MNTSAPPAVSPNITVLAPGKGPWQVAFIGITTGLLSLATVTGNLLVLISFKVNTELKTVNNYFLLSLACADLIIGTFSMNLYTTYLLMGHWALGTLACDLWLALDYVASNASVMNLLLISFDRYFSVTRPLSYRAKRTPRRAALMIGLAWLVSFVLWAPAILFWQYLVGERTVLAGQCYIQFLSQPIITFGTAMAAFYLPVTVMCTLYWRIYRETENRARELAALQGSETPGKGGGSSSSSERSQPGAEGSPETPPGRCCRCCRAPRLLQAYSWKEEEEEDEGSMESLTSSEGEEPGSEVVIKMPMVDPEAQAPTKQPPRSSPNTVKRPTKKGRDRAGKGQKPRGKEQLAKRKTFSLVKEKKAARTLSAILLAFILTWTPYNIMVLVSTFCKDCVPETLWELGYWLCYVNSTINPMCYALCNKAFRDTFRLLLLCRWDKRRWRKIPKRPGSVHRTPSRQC
M1 ag – activates human CHRM1 receptor | CHO-K1 hM1, Fluo-8 calcium fluorescence, agonist mode; 0% DMSO, 100% acetylcholine EC100 | 360,000 compounds, 0.33% hits | activation, % at 3 µM;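 active means activation above the run's mean compound activation plus 3 SD, cut at about 16% in these data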;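 further: peak over basal fluorescence ratio within a 140 s kinetic read after compound addition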
CHO parental Ca – signal in parental CHO cells, OX1R antagonist counter-screen. parental CHO-K1, ATP-induced calcium, Fluo-8 fluorescence. inhibition, % at 5.6 µM. 330,000 compounds, 0.63% hits;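 active means inhibition above that plate's mean sample inhibition plus 3 SD, cut at about 26% in these data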;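 further: 0% = ATP-challenged DMSO wells and 100% = DMSO wells without ATP; some compounds past the cut are filed as inactive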
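Test system: untransfected parental CHO cell line; also added: ATP stimulus; dosing: 5.6 µM, single dose; signal: calcium-sensitive Fluo-8 fluorescence; measure: percent inhibition of ATP-evoked calcium rise, normalized to controls; benchmarks: low control ATP plus DMSO, high control DMSO only; replication: one well per compound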
OXTR potentiate – human OXTR potentiation; activation, % at 3 µM; 320,000 compounds, 0.061% hits; CHO-OTR cells, Fluo-8 calcium fluorescence, potentiator mode; 0% = oxytocin EC15, 100% = EC100;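 active means activation above that plate's cutoff, the mean activation of tested compounds plus 3 SD, cut at about 6.6% in these data, passing the limit was not always enough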;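 further: 100% uses oxytocin at 75 nM as the full agonist control; some results filed as inactive read as strong as hits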
Target sequence (P30559 whole entry, looked up): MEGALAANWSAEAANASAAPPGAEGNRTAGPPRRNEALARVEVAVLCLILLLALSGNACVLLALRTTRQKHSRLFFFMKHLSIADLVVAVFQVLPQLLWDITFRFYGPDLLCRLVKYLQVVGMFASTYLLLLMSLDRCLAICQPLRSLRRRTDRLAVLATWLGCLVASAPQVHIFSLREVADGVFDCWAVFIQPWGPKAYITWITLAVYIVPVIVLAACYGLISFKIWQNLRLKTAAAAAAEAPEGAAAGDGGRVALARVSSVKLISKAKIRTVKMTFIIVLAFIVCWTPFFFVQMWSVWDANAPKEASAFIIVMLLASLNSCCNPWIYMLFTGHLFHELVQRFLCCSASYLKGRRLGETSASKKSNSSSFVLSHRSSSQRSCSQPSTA
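System: human OTR in CHO cells / Also added: sub-maximal oxytocin, roughly EC15 / Control set: EC15 oxytocin low, 75 nM oxytocin high / Schedule: 6 min compound pre-incubation at room temperature, 100 s kinetic read / Compound: single-point 3.0 µM / Replication: singlicate / Technique: Fluo-8 calcium dye fluorescence / Read-out basis: % activation of max/min ratio relative to oxytocin controls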
TAAR1 ag – human TAAR1 agonism; Q96RJ0; CHO RD-HGA16 TAAR1, Fluo-8 calcium fluorescence; vehicle wells 0%, saturating PEA agonist 100%; activation, % at 3 µM; 360,000 compounds, 0.99% hits; AID 624467;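 active means activation above the mean activation of all test compounds in the run plus 3 SD, cut at about 38% in these data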
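test system = CHO RD-HGA16 cells carrying human TAAR1 plus Gα16 | schedule = 17-24 h seeding, 75 min 37 °C dye, 30 min RT | compound dosing = 3 µM single concentration | control set = DMSO and PEA EC100 | replicates = n 1 | signal = Fluo-8 fluorescence, 5 s baseline then 140 s kinetic read | measure = percent activation vs PEA EC100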
TAAR1 antag – human TAAR1 antagonism. Q96RJ0. CHO RD-HGA16 TAAR1, Fluo-8 calcium fluorescence, antagonist. inhibition, % at 3 µM. 360,000 compounds, 1.5% hits;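 active means inhibition above a per-plate cutoff, the mean inhibition of test compounds on that plate plus 3 SD, cut at about 49% in these data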;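 further: 0% = DMSO plus EC80 beta-PEA response and 100% = DMSO alone without agonist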
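Test system: CHO RD-HGA16 cells bearing hTAAR1 | Reagent: β-PEA, EC80 | Compound dosing: 3 µM, single point | Schedule: Dye loading 75 min at 37 °C, then 30 min room temperature | Signal: Calcium fluorescence with Fluo-8 | Evaluation: Percent inhibition of PEA-evoked calcium signal, max/basal emission ratio | Control set: DMSO-only wells and EC80 β-PEA-stimulated wells | Repeats: Singlicate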
M1 PAM parental – counter-screen for M1 PAMs: effect in parental CHO-K1 cells; ATP EC20, Fluo-8 calcium fluorescence; 0% at ATP EC20, 100% at ATP max; activation, % at 3 µM; 360,000 compounds, 0.02% hits; AID 602247;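 active means activation above the run cutoff, the mean activation of all test compounds plus 3 SD, cut at about 40% in these data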;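 further: peak over basal fluorescence ratio in a 140 s read after ATP addition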
CHO-K1 Ca ag – counter-screen for M1 agonists: effect in parental CHO-K1 cells; activation, % at 3 µM; 360,000 compounds, 0.48% hits; AID 602248; Fluo-8 calcium fluorescence; scaled to maximal ATP response, vehicle zero; in the data active means activation above about 15%;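 further: untransfected CHO-K1 host cells lacking M1 receptor as counterscreen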
* = called active by the depositor; . = not tested or not shown.

Each structure is followed by: CHO-K1 Ca antag	M1 ag	TAAR1 ag	M1 PAM parental	CHO-K1 Ca ag	CHO parental Ca	M1 antag	OXTR potentiate	TAAR1 antag
CCc1sc(C(=O)Nc2cccc(-n3cnnn3)c2)cc1C
  -7	-5	5	4	1.9	-2	-7	-4	3
Cc1noc(C)c1COc1cccc(C(=O)OCC(=O)NC(=O)c2ccc(OC(F)F)cc2)c1
  -5	-6	4	29	0.8	-12	-8	1	1
COC(=O)c1cn[nH]c1N
  -4	-2	10	4	0.2	-7	-1	-5	-13
CN(C)/C=N/c1ncc(C(=O)c2ccc(Cl)cc2)s1
  -7	-4	2	12	1.1	2	-6	-1	9
CC1=NN(Cc2c(C)nn(Cc3ccccc3)c2C)C(C)(C)C1
  -9	-7	2	-3	0.0	-18	7	-3	-5
COc1cc(C)c(/C=C(\C#N)C(=O)Nc2cccc(C)c2)cc1C(C)C
  -4	-1	0	5	-0.2	-36	-7	-12	-5
O=S(=O)(N1CCCCC1)N1CCCN(S(=O)(=O)N2CCCCC2)CC1
  2	5	14	7	0.5	-11	-30	-14	-6
CCN(CC(=O)Nc1c(F)cccc1F)C(=O)CSc1ccc(F)cc1
  -6	-3	0	-13	1.3	8	-5	-7	-3
Cc1ccc2nc(NC(=O)C(NS(=O)(=O)c3cccc4nsnc34)C(C)C)sc2c1 (stereo not given)
  7	-2	0	7	0.0	-20	-10	-5	-20
CCC(=O)Nc1cccc(NC(=O)CN2CCN(c3ccccc3OC)CC2)c1
  -2	-3	.	18	0.8	-22	-4	-12	.

(continued)
Each structure is followed by: CHO-K1 Ca antag	M1 ag	TAAR1 ag	M1 PAM parental	CHO-K1 Ca ag	CHO parental Ca	M1 antag	OXTR potentiate	TAAR1 antag
CC(=O)N/C(=C\c1cccc([N+](=O)[O-])c1)C(=O)NC(C)C
  9	0	3	-6	0.6	-18	-3	-5	-10
Cc1ccc(N/C(CSC(N)=O)=N\S(=O)(=O)c2ccc(C)cc2)cc1
  -11	-1	0	5	0.1	6	-13	-10	5
CC(=O)NN1C(=O)c2ccccc2NC1c1ccc(N(C)C)cc1 (stereo not given)
  -3	-2	0	-9	-0.3	6	-23	-5	-17
Clc1ccc(-c2noc(CN3CCN(c4ccccc4)CC3)n2)cc1
  -1	-3	1	16	0.7	3	1	-9	-6
C/C(=N/NC(=O)CNC(=O)c1ccccc1F)c1ccc2c(c1)CCCC2
  0	-10	-3	-4	-0.3	-8	2	0	-3
CCOC(=O)CC1(CC(=O)OCC)NC(=O)c2c(C)sc(C(=O)OCC)c2N1
  -9	-3	8	21	-0.2	-14	-17	-22	-5
CN1CCc2c(sc(/N=C/c3c[nH]c4ccccc34)c2C(N)=O)C1
  -1	-5	3	11	0.7	-8	-10	-3	-28
CCC(C)NC(=O)CN1C(=O)NC2(CCc3ccccc3C2)C1=O (stereo not given)
  -10	-4	4	1	0.2	3	-17	4	-16
COc1c(S(=O)(=O)NCCN2CCOCC2)ccc(Cl)c1Cl
  2	-1	12	-11	0.1	-9	15	1	-23
CNc1nc(-c2ccc3c(c2)CCN3S(=O)(=O)c2ccccc2)c(C)s1
  -3	-7	1	17	1.3	-3	1	-2	0

Additional results follow:
Each structure is followed by: CHO-K1 Ca antag	M1 ag	TAAR1 ag	M1 PAM parental	CHO-K1 Ca ag	CHO parental Ca	M1 antag	OXTR potentiate	TAAR1 antag
COC(=O)CCC(=O)NNC(=O)CCCOc1ccc(Cl)cc1Cl
  -8	-4	5	14	0.8	-6	9	0	4
O=C(CCc1nc2cccnc2n1Cc1ccccc1)N1CCOCC1
  6	-2	5	5	0.2	-29	2	-9	13
O=C1CN(C(=O)c2ccc3nc(Cc4cccc(Cl)c4)oc3c2)CCN1
  8	-1	1	-11	0.6	-3	-5	-2	-5
N=NC(=O)c1ccccc1Nc1c(O)[nH]c2ccccc12
  -15	0	4	18	1.7	.	-17	.	27
COc1cccc(CNS(=O)(=O)c2ccc3c(c2)NC(=O)CS3)c1
  -16	0	4	-12	1.3	-6	5	-4	3
O=[N+]([O-])c1ccc(Cl)c(/C=N/N2CCN(C3c4ccccc4-c4ccccc43)CC2)c1
  -14	-3	0	14	0.8	.	-7	.	-7
Cn1cnnc1SCC(=O)Nc1ccc(OC(F)F)cc1
  -5	-4	5	15	2.0	-4	-6	-2	18
Cn1cc(S(=O)(=O)N2CCCC2)cc1C(=O)NCc1ccc(F)cc1
  -3	-2	4	24	2.2	-9	-11	-3	2
COc1ccccc1N(C)S(=O)(=O)c1ccc(C)c(C(=O)NC(C)c2ccccn2)c1 (stereo not given)
  5	-3	2	-12	0.9	-22	-3	-9	-2
CCOC(=O)c1c(C)nc2sc(C(=O)Nc3ccccc3)c(N)c2c1-c1ccc(OC)cc1
  0	-4	.	8	0.8	-10	-5	-15	.

Later entries.
Each structure is followed by: CHO-K1 Ca antag	M1 ag	TAAR1 ag	M1 PAM parental	CHO-K1 Ca ag	CHO parental Ca	M1 antag	OXTR potentiate	TAAR1 antag
Cc1cccc(-n2cnc(C(=O)NNC(=S)Nc3ccccc3)c2)n1
  -6	-3	6	19	8.1	-10	-2	-1	-15
COc1ccc(CCNC(=O)c2ccc(NS(=O)(=O)c3c(C)noc3C)cc2)cc1OC
  -4	-3	2	2	0.1	2	-14	-7	-6
O=S(=O)(c1ccccc1S(=O)(=O)N1CCCCC1)N1CCCCC1
  -4	-7	.	12	0.1	-5	-6	-7	.
C/C=C/c1cccc(-c2nc(C(=O)N3CCCCC3)cc3c2[C@H](CCO)N(C(=O)NC(C)C)C3)c1
  -16	.	4	12	0.3	.	.	.	-16
O=C(CNC(=O)c1ccc(Cl)cc1)OCC(=O)N1CCCC1
  -14	-3	3	18	1.1	7	-1	3	-10
Cn1c(=O)[nH]c(=O)c2c1nc(Br)n2CCCCSc1nc2ccccc2o1
  7	0	14	7	7.4	-23	18	-6	19
C[C@@H]1CC=C[C@H]2[C@H]1C(=O)N(Cc1ccccc1)[C@H]2c1ccoc1
  -1	-7	-2	-14	-0.7	-7	12	-9	-6
CC(=O)NN1C(=O)c2ccccc2NC1c1ccccc1 (stereo not given)
  -11	-4	2	15	1.5	3	-9	-17	-3
Cc1nnc(SCC(=O)Nc2ccc(S(=O)(=O)N3CCCCC3)cc2)s1
  -3	-4	15	4	0.8	-6	-7	-7	14
O=C(CC1NCCN(Cc2ccccc2)C1=O)Nc1ccccc1 (stereo not given)
  -9	-3	2	9	1.6	-20	4	-5	0

Going on with the list.
Each structure is followed by: CHO-K1 Ca antag	M1 ag	TAAR1 ag	M1 PAM parental	CHO-K1 Ca ag	CHO parental Ca	M1 antag	OXTR potentiate	TAAR1 antag
CCOC(=O)N1C(=O)C[C@](Sc2ccc(C)cc2)(C(=O)OC)[C@H]1c1ccccc1
  -22	.	3	16	1.2	.	.	.	7
Cc1cccc(C)c1N1CCN(S(=O)(=O)N2CCOCC2)CC1
  -12	-5	6	25	5.1	-12	-9	-10	6
CN(C)CCNc1ncnc2c1ncn2[C@H]1CN(Cc2cccs2)C[C@@H](CO)O1
  16	1	1	-13	-0.2	.	-12	.	-4
COCCN(C(=O)c1ccccc1OC)c1nnc(C)s1
  -6	-2	2	-7	-0.4	-14	-19	6	-8
Cc1cccc(NC(=O)/C(C#N)=C\c2cc(C)n(-c3ccc(C(=O)O)cc3)c2C)c1
  2	-7	-1	-5	0.3	-11	-4	-14	-4
COC(=O)c1cc2c(=O)c3ccccc3oc2nc1C
  -10	-2	-1	12	1.1	.	-7	.	-6
Cc1ccc(S(=O)(=O)N2CCN(C(=O)COC(=O)/C=C/c3ccccc3)CC2)c(C)c1
  0	1	7	-16	0.1	-7	3	4	-6
Cc1noc(C)c1CCC(=O)O
  -1	-5	3	0	0.3	0	-4	-3	8
O=C(COC(=O)C1CC1)Nc1ccc(N=Nc2ccccc2)cc1
  21	7	3	-15	2.8	-10	10	-8	21
CC1(C)CC(=O)C2=C(C1)OC(N)=C(C#N)C21C(=O)N(Cc2ccccc2Cl)c2ccccc21 (stereo not given)
  -3	2	22	20	2.6	-17	-3	7	20

Next section
Each structure is followed by: CHO-K1 Ca antag	M1 ag	TAAR1 ag	M1 PAM parental	CHO-K1 Ca ag	CHO parental Ca	M1 antag	OXTR potentiate	TAAR1 antag
Cc1nn(C)c(C)c1S(=O)(=O)N(CC(=O)N1CCc2ccccc21)c1ccc(C(C)C)cc1
  -5	-3	-1	21	0.1	-11	-8	3	-6
Cc1ccccc1/C=C1\Sc2ccc(C(=O)N3CCN(c4ccccn4)CC3)cc2N(C)C1=O
  -9	-2	.	5	2.1	-26	-3	-7	.
CCN(CC)S(=O)(=O)c1ccc(-c2ccc(S(=O)(=O)N(CC)CC)cc2)cc1
  -3	2	6	-8	6.6	41*	12	-21	35
CNC(=O)c1cc2cc(Br)ccc2s1
  -8	-1	1	8	1.0	-4	2	-7	-20
CCc1c(C)sc(NC(=O)c2cc(-c3ccco3)on2)c1C#N
  1	1	22	-2	0.3	-12	6	-5	13
O=C(NCCc1ccccc1O)c1cc2c(cc1[N+](=O)[O-])OCO2
  -7	-4	2	10	0.2	.	-11	.	-7
Cc1cc(=O)c2c(C)ccc(C)c2[nH]1
  -15	-5	4	10	0.9	8	-6	-12	13
CC(C)N1CC2(CC(c3ccc(Cl)cc3Cl)=NO2)CN1C(=O)c1ccc(C(C)(C)C)cc1 (stereo not given)
  6	-1	1	-12	0.0	.	-9	.	-12
CCNC(=S)Nc1ccc(OCc2nc3ccccc3s2)cc1
  -8	-8	1	12	1.6	-9	4	-13	11
Cn1c(SCC(=O)Nc2ccc(N3CCOCC3)cc2)nnc1-c1ccco1
  -2	-4	1	12	1.2	-3	-13	-10	-5
